Assay outcomes from PubChem BioAssay.
Salmonella PhoP GFP: inhibitors of PhoP regulon expression, primary screen, Salmonella Typhimurium, GFP reporter (AID 1863) | S. Typhimurium PhoP-regulated promoter GFP reporter, 4 h; higher % means a stronger effect | inhibition, % at 50 µM, or IC50 in µM where a hit was titrated | hit rate 0.16% among 300,000;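 active means inhibition over 29.93%, a cutoff 3 SD above the screen mean, later confirmed by dose response; inconclusive means inhibition over 29.93% but no dose response follow-up; inactive means inhibition at most 29.93% or unconfirmed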;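 further: 0% = low Mg2+ inducing control and 100% = high Mg2+ repressing control; strong numbers were not always called active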
Myeloid diff MLP: promotes myeloid progenitor differentiation. calls only at 10 µM. ER-HoxA9 myeloid progenitors, lysozyme-GFP differentiation, flow cytometry. hit rate 1% among 360,000. AID 624256;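 active means normalized GFP-positive differentiation at or above the plate's own cutoff, the solvent-only control mean plus 3 SD; inconclusive means no clear call, values can overlap the other calls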;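 further: cells exposed to compound for four days before flow analysis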
TNAP activators: human TNAP enzyme activators, primary screen, biochemical, luminescent, no phosphate acceptor, uHTS (AID 1001) | purified TNAP, luminescent activation assay, no phosphate acceptor; higher activation fold means a stronger effect | activation fold at 20 µM, or EC50 in µM where a hit was titrated | hit rate 0.03% among 200,000; in the data active means activation fold from about 3, or a potency from the dose series; inactive means the rest, 99 in 100 with activation fold below about 1.6; further: many of its hits are not listed in these tables
RSV CPE inhibition: RSV antiviral activity via CPE protection, HEp-2 cells, primary 10 µM value included (AID 2391); HEp-2 cells, RSV-induced CPE inhibition; higher % means a stronger effect; CPE inhibition, % at 10 µM; hits with a dose series show IC50 in µM; hit rate 0.13% among 310,000; in the data active means a potency from the dose series; inconclusive means CPE inhibition mostly from about 23% at the one dose, without a potency; inactive means the rest, 99 in 100 with CPE inhibition below about 21%; further: strong numbers were not always called active
T cell HTS: T cell immune modulators affecting CD8 T cell-vesicle binding. 2C CD8+ T cell-vesicle binding, flow cytometry; hits give low values. calls only at 7 µM. hit rate 0.068% among 330,000. AID 2052;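 active means response, share of CD8 T cells binding vesicles, and their 90th percentile fluorescence all below set limits, cut at about 80% in these data, passing the limit was not always enough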
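material = purified 2C TCR transgenic mouse naive CD8+ T cells | controls = Unloaded micro-vesicles (low), QL9 vesicles with 0.7% DMSO (high) | detection = cytometric PE anti-B7-1 and Alexa647 anti-CD8 signals after 1% paraformaldehyde fixation | incubation = binding step 1.5 h, 37 °C, antibody labelling 20 min, ice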
K1F lysis inhibition: inhibition of K1F phage lysis, E. coli UTI89, bacterial capsule biogenesis inhibitors, alamar blue (AID 488966); E. coli UTI89 K1F phage lysis, alamar blue, 2 h; higher % means a stronger effect; one-dose inhibition, % at 100 µM; IC50 in µM for titrated hits; hit rate 0.02% among 340,000;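 active means phage lysis inhibition, versus mean bacterial control, above a set limit; inconclusive means no clear call, values can overlap the other calls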;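 further: capsule biogenesis inhibitors block K1F phage lysis so surviving cells raise fluorescence; higher fluorescence means more inhibition of phage lysis; actives were called in the ten point dose series up to 300 µM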
Rac1 GTP hydrolysis: MgcRacGAP GTPase-activating activity inhibitors, confirmation, biochemical, ADP Hunter fluorescence; hit rate 0.6% among 340,000; one-dose inhibition, % at 30 µM; IC50 in µM for titrated hits; MgcRacGAP-stimulated Rac1 GTP hydrolysis, ADP Hunter fluorescence; higher % means a stronger effect; GST-tagged Rac1 F28L mutant substrate; AID 624330;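 active means first-screen hits whose inhibition reached a set limit at any dose in the follow-up dose series; inconclusive means inhibition above the set first-screen limit but never retested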;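 further: fluorescence reports GDP produced by GAP-driven GTP hydrolysis; strong numbers were not always called active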
NTR1 agonist: agonists of NTR1, primary screen, imaging, U2OS cells, beta-arrestin-GFP, high content (AID 493036); P30989; NTR1-U2OS beta-arrestin-GFP spot imaging, agonist mode; activation, % at 20 µM; hit rate 0.17% among 330,000;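 active means activation at or above 40% of the spot to cytoplasm intensity ratio, with at least 20 cells analyzed; inconclusive means wells under 20 cells, flagged as cytotoxic or low count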;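 further: 0% = DMSO without peptide and 100% = 100 nM NTR1 peptide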
Target sequence (P30989 whole entry, looked up): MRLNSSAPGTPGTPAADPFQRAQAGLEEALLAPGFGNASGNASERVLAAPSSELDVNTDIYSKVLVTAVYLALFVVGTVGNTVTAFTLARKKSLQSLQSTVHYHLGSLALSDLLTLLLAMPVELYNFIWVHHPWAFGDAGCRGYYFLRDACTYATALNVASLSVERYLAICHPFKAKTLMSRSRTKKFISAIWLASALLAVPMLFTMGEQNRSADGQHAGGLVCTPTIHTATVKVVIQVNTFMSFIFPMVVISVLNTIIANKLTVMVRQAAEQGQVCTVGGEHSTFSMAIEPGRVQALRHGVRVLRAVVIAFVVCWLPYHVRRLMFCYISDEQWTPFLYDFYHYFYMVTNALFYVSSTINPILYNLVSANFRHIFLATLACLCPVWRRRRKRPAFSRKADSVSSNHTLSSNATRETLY
Large T inhibition: SV40 large T antigen inhibitors, biochemical (AID 1903); inhibition, % at 20 µM, or IC50 in µM where a hit was titrated; hit rate 0.39% among 310,000; SV40 large T antigen ATPase/helicase inhibition assay; higher % means a stronger effect; in the data active means a potency from the dose series; inconclusive means inhibition mostly from about 32% at the one dose, without a potency; inactive means the rest, 99 in 100 with inhibition below about 32%; further: strong numbers were not always called active
T cell HTS vesicle-bound %: second read-out of T cell HTS, no call of its own (marks repeat the call); double positive events, %; measured here: CD8+ vesicle-bound cell fraction;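 binding gate set so that unloaded-vesicle control wells show 10% double positive cells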
NTR1 agonist cell count 20 µM: also measured in NTR1 agonist; calls as there; cell count; measured here: cell count, cytotoxicity flag
Myeloid diff MLP GFP+ MAC1+ %: further read-out of Myeloid diff MLP, marked with its call; GFP+ MAC1+ double positive, %; measured here: differentiation confirmed by MAC1 staining
* hit, by the source's call; i = inactive; ? = inconclusive; / = no result given; + = active, no number; [ ] = dose if it differs, or a comment.

nr	SMILES	Salmonella PhoP GFP	Myeloid diff MLP	Myeloid diff MLP GFP+ MAC1+ %	TNAP activators	RSV CPE inhibition	T cell HTS	T cell HTS vesicle-bound %	K1F lysis inhibition	Rac1 GTP hydrolysis	NTR1 agonist	NTR1 agonist cell count 20 µM	Large T inhibition
1	COc1ccc(C2=NN(C(=O)c3ccco3)C(c3ccco3)C2)cc1OC (centres undefined)	12%	i	3.7	/	3.3%	i	22	-0.1%	6%	0.8	67	2%
2	O=C(O)C1CCCCC1C(=O)Nc1ccc(S(=O)(=O)N2CCCC2)cc1 (centres undefined)	5%	/	/	/	0.8%	i	29	-0.3%	7%	0.9	48	-3%
3	CCS(=O)(=O)CCSC1OC(COC(C)=O)C(OC(C)=O)C(OC(C)=O)C1OC(C)=O (centres undefined)	-1%	i	0.4	1.1	3.4%	i	36	0.3%	-1%	-0.6	70	2%
4	CC(C)CC(OC(=O)c1nsc(Cl)c1Cl)C(=O)NC1CCCC1 (centres undefined)	8%	i	0.8	/	0.3%	i	31	0.3%	11%	0.6	38	-1%
5	CCc1cc(=O)oc2c(C)c(OC(C)C(=O)NCCCN3CCOCC3)ccc12 (centres undefined)	10%	i	3.6	/	2.4%	i	36	-0.1%	-12%	-0.5	70	2%
6	CCOc1cc(/C=C/c2nc3ccccc3s2)ccc1OCC(=O)N1CCOCC1	-17%	i	0.8	1	9.0%	i	39	0.8%	10%	3.5	56	5%
7	COc1cc(NC(=S)NC(=O)c2ccc(C)cc2C)ccc1NC(=O)c1cccs1	-2%	i	0.4	1.1	1.4%	i	8	1.3%	13%	-0.5	40	4%
8	CCN1CCN(C(c2cccs2)C(C)NC(=O)c2cccnc2)CC1 (centres undefined)	6%	i	7.5	1.1	0.1%	i	44	2.4%	3%	0.7	75	-1%
9	CC(C)(C)OC(=O)C[C@@H]1C/C=C\C[C@@H](CC(=O)N[C@@H](CO)Cc2ccccc2)C(=O)NCCOC1=O	/	i	0.7	/	/	i	8	-0.1%	10%	-1.1	56	/
10	Cn1c2ccccc2c2nnc(SCC(=O)NC3CC3)nc21	1%	i	0.4	/	1.5%	i	23	0.1%	8%	1.2	37	1%
11	Cc1ccc2nc(N3CC(=O)Nc4ccccc43)nc(-c3ccccc3)c2c1	0%	+	0.8*	1	0.5%	i	51	-0.7%	4%	/	/	22%
12	CCN(C(=O)COC(=O)c1ccc(OC)c(S(=O)(=O)N(C)Cc2ccccc2)c1)C1CCS(=O)(=O)C1 (centres undefined)	-9%	i	0.3	/	-0.9%	i	15	0.5%[50 µM]	1%	-1.2	58	12%
13	CCCn1c(SCC(=O)Nc2ccc(OC)cc2[N+](=O)[O-])n[nH]c1=O	5%	i	0.6	1	-0.2%	i	35	0.1%	12%	-1.5	49	1%
14	Cc1ccc(/C=C/C(=O)NCc2ccc(S(N)(=O)=O)cc2)o1	-2%	i	0.1	0.8	/	/	/	-0.6%	19%	/	/	32%
15	Cc1csc(SCC(=O)Nc2cc(C(N)=O)cc(C(N)=O)c2)n1	/	i	1.1	/	/	i	36	0.6%	7%	2.2	54	/
16	O=C(N[C@@H](Cc1ccccc1)C(=O)N1CCN(S(=O)(=O)c2ccccc2F)CC1)c1ccco1	/	i	1.3	/	/	i	51	-2.3%	4%	1.7	57	/
17	COc1ccc(NC(=O)COc2ccc(C)nc2[N+](=O)[O-])cc1S(N)(=O)=O	/	i	0.6	/	0.2%	i	5	0.1%[50 µM]	5%	-0.3	66	/
18	CCN(C(=O)CSc1nc2c(cnn2-c2ccccc2)c(=O)[nH]1)C1CCS(=O)(=O)C1 (centres undefined)	-2%	i	0.7	1.2	1.3%	i	51	0.3%	6%	3.3	68	15%
19	Cc1nc(N2CCC(C)CC2)c(C#N)c(C)c1[N+](=O)[O-]	-1%	i	0.2	1.1	-1.4%	i	12	0.1%	5%	5.9	55	5%
20	O=C1CC(c2cccc(Br)c2)c2cc3c(cc2N1)CCC3 (centres undefined)	2%	?	/	1.1	4.5%	i	30	0.1%	4%	0.8	23	-2%
21	CC(=O)C1=C(O)C(=O)N(CC(=O)O)C1c1ccccc1Cl (centres undefined)	4%	i	1.1	1.1	0.1%	i	29	5.5%	-7%	4.3	58	-3%
22	COCCn1nnnc1CN1CCC(NC(=O)c2ccc(Br)cc2)CC1	0%	i	0.5	1.1	1.4%	i	57	4.7%	6%	-1.4	58	-3%
23	O=C(c1cccc(Cl)c1Cl)N1CCN(c2ccccn2)CC1	-2%	i	1.2	0.9	-0.1%	i	48	9.5%	10%	-0.3	79	24%
24	CCOc1ccc(/C=N/n2c(SC)nnc(C(C)(C)C)c2=O)cc1	1%	i	0.8	1.1	5.4%	i	2	0.3%	7%	6.4	54	8%
25	CCCCOC(C)n1cc(F)c(=O)[nH]c1=O (centres undefined)	-17%	i	0.8	0.9	1.2%	i	42	4.3%	-2%	/	/	14%
26	CC(=O)Nc1c(O)c2cccc3c2n(c1=O)CCC3	/	i	1.4	/	-0.6%	i	29	0.1%	2%	0.2	53	6%
27	CCCc1cc(=O)[nH]c(SCC(=O)N2CCN(S(=O)(=O)c3ccccc3)CC2)n1	-2%	i	0.7	1.2	2.0%	i	37	2.7%[50 µM]	12%	0.4	67	3%
28	COc1ccc(N2CCN(C(CNC(=O)C(=O)NCC(OC)OC)c3ccco3)CC2)cc1 (centres undefined)	3%	i	2.5	/	-0.8%	i	42	0.2%	14%	0.0	63	26%
29	O=Cc1c(Cl)nc2ccccn12	2%	i	0.1	1.1	2.5%	i	24	-1.5%	10%	-1.5	27	-1%
30	CN(C)CCCNS(=O)(=O)c1ccc(-n2nnc3ccccc32)c([N+](=O)[O-])c1	0%	i	1.5	/	1.5%	i	44	0.2%	11%	0.8	42	3%
31	CC(C)Oc1ccc(C(=O)Nc2c3c(nn2-c2ccccc2)CS(=O)(=O)C3)cc1	-1%	i	0.0	/	3.7%	i	8	1.0%	5%	0.7	71	7%
32	Cc1c(Br)cc(C(=O)N2CCCC2)c(C)c1C	0%	i	0.5	1	1.4%	i	39	0.7%	2%	-0.5	74	4%
33	COc1ccc(-c2nc(C)ncc2N=Nc2ccccc2)cc1	-1%	i	1.0	1	3.1%	i	37	0.3%	7%	-0.1	44	25%
34	Cc1ccc(C(=O)Nc2ccc(N3CCN(C(=O)c4ccco4)CC3)cc2)cc1	2%	i	0.8	1	1.8%	i	54	3.5%	9%	2.5	45	4%
35	Cc1csc(NC(=O)/C=C/c2ccc(C)o2)n1	-2%	i	0.2	1.2	2.8%	i	40	2.6%	6%	-1.6	68	17%
36	O=S(=O)(NC1CC1)c1ccc(Cl)cc1	-2%	i	0.9	/	1.8%	i	28	-2.5%	-4%	0.6	48	5%
37	CCN(CCn1cccn1)C(=O)c1cccc(OC2CCN(S(C)(=O)=O)CC2)c1	-7%	i	0.7	/	1.6%	i	56	0.1%	6%	2.5	62	6%
38	O=C(NCCC1=CCCCC1)c1c(O)nc2ccccn2c1=O	-5%	i	3.0	/	0.8%	i	7	-0.1%	5%	-0.4	86	9%
39	COc1ccc(S(=O)(=O)N2CCOCC2)cc1NC(=O)COc1ccc(C)cc1	/	i	0.7	/	/	i	39	i	5%	-1.3	83	/
40	Cc1cc(C)cc(NC(=S)NCc2cccn2C)c1	22%	i	3.9	1	0.1%	i	2	4.6%	8%	-0.3	72	-3%
41	CC(=O)NS(=O)(=O)c1ccc(NC(=O)c2ccc3c(c2)C(=O)N(CCC(C)C)C3=O)cc1	-5%	i	0.5	1.1	1.9%	i	46	2.7%	0%	0.6	47	8%
42	CCN1CCN(C(=O)NC2CCCCC2)CC1	1%	i	0.7	/	-0.3%	i	52	0.2%	30%	1.0	69	3%
43	O=C(CCc1nc2ccccc2s1)NC1CCOC1=O (centres undefined)	-6%	i	0.4	/	0.3%	i	41	0.1%	12%	-1.2	59	7%
44	CC1CN(CC(=O)N2CCc3[nH]c4ccccc4c3C2)CC(C)O1 (centres undefined)	4%	i	0.9	1	0.8%	i	43	0.0%	9%	-0.3	56	5%
45	Cc1cc(NC(=O)CSc2nc3ccsc3c(=O)n2CCCC(=O)NCCc2ccccc2)no1	6%	i	0.3	1.1	3.2%	i	40	0.3%	4%	1.1	58	-2%
46	O=C(Oc1ccc(-c2nnco2)cc1)N(c1ccccc1)c1ccccc1	-8%	i	0.0	1	2.5%	i	53	0.1%	-7%	0.8	65	-4%
47	CN(C(=O)c1cc2c(=O)n3ccccc3nc2s1)C1CCCCC1	-5%	i	1.7	/	8.3%	i	24	0.4%[50 µM]	5%	1.5	63	23%
48	Cc1nc(-c2ccccc2)cc(=O)[nH]1	44%	i	1.3	1.1	1.2%	i	20	2.5%	3%	1.6	67	-7%
49	Cc1ccc(-c2nnn(CC(=O)N(CC(=O)NC3CCCC3)c3cnc4ccccc4c3)n2)o1	-2%	+	6.1*	1.1	0.7%	i	51	-1.3%	5%	-0.5	45	4%
50	O=C(Cc1c(F)cccc1Cl)NNC(=O)Nc1ccc2c(c1)OCO2	-2%	i	0.6	/	1.5%	i	66	1.1%[50 µM]	9%	-0.2	43	10%
51	CCOC(=O)Cn1cnc2scc(-c3ccccc3)c2c1=O	2%	i	0.3	/	0.1%	i	61	1.5%	4%	2.4	39	5%
52	CCOc1ccc(N=C2SC(C(=O)Nc3ccccc3C#N)C(N)=C2C(=O)Nc2ccc(Cl)cc2)cc1 (centres undefined)	-9%	i	0.5	1.1	9.4%	i	55	-0.3%	-5%	7.9	83	7%
53	COc1ccc(/C=N/N2C(=O)CSC2=S)cc1	0%	i	0.6	1.1	-0.1%	i	30	0.5%	7%	-0.9	51	?
